# Rab9 prom act: activators of Rab9 promoter | AID 485297 | Huh7 Rab9 promoter-luciferase reporter, luminescence, 24 h | actives 2.8% (n = 320,000) | Potency, µM (doses to about 9.22 µM), inactives show top-dose activation, negative = inhibition, actives largely listed as activators; note: potency is the fitted concentration of half-maximal effect; % of control where 0% means no effect; nearly all actives have a fitted effect of over 60% in size
#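 Huh7 cells stably carrying a Rab9 promoter-luciferase reporter, 1500 cells per well in OP-MEM I with 10% FBS, treated with compound 24 hours at 37C. Luciferase activity read by luminescence after 10 minutes with Amplite reagent.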
# FLuc counter: counter-screen for miR-21 project: firefly luciferase inhibitors or activators. P08659. purified FLuc, Km substrates, luminescence inhibition. Potency, µM (top dose mostly 57.5 µM), without a hit: at the top dose activity change, negative = inhibition, hits mostly inhibitors. actives 6.9% (n = 360,000);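 note: potency is the fitted concentration of half-maximal effect; plate controls were vehicle for no effect and reference inhibitor for full effect; nearly all actives have a fitted effect of over 55% in size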
#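 Purified P. pyralis luciferase, 10 nM final, with Km-level 10 uM D-luciferin and 10 uM ATP in 50 mM Tris acetate pH 7.5, 10 mM Mg acetate, 0.01% Tween-20, 0.05% BSA; 6-point qHTS titration about 60 µM downward; luminescence read.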
# PKM2 act: activators of human pyruvate kinase M2. purified PKM2, Kinase-Glo ATP luminescence, activation; response scale: 0% is enzyme alone, no compound. AID 1631. P14618. actives 0.34% (n = 260,000). Potency, µM (top dose mostly 57.5 µM), without a hit: top-dose activation, actives largely listed as activators; note: potency is the fitted concentration of half-maximal effect; % is set by controls: 0 for no effect and ±100 for the full control effect; nearly all actives have a fitted effect of over 55% in size
#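 Purified hPK-M2 (>95% pure) converted ADP (0.1 mM final) to ATP with 0.5 mM PEP in 50 mM imidazole pH7.2, KCl, MgCl2, Tween 20, BSA; 1 h at room temperature. ATP detected by Kinase-Glo luminescence.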
# Gal4-VP16 FLuc: Gal4-VP16 reporter inhibition counter-screen; actives 3.5% (n = 310,000); Potency, µM (doses to about 53.6 µM), inactives show top-dose activity, negative = inhibition, hits mostly inhibitors; Drosophila S2 Gal4-VP16 UAS-luciferase, luminescence, 20 h; AID 2546;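 note: Gal4-VP16 expression switched on by copper sulfate through the metallothionein promoter; potency is the fitted concentration of half-maximal effect; % is set by controls: 0 for no effect and ±100 for the full control effect; nearly all actives have a fitted effect of over 50% in size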
# NPC1 promoter act: NPC1 promoter activation. Huh7 NPC1 promoter luciferase reporter, 24 h. actives 2.4% (n = 320,000). Potency, µM (doses to about 9.22 µM), for the others: top-dose activation, actives largely listed as activators;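 note: potency is the fitted concentration of half-maximal effect; % of control where 0% means no effect; nearly all actives have a fitted effect of over 60% in size; reporter is driven by a mutant NPC1 promoter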
#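 Huh7 cells stably carrying NPC1 promoter–luciferase, plated in Opti-MEM with 10% FBS for 2 h, were exposed to compound in DMSO for 24 h at 37 °C; luciferase reagent was added for 10 min and luminescence read.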
# ELG1 genotox: genotoxicity induction in ELG1-luciferase HEK293T cells; HEK293T ELG1-luciferase reporter, luminescence, 16 h; Potency, µM (series often up to 46 µM), for inactives: top-dose activity change, positive = activation, usual class: activators; actives 1.3% (n = 330,000); AID 504466; note: potency is the fitted concentration of half-maximal effect; % of control where 0% means no effect; nearly all actives have a fitted effect of over 60% in size
#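 Luminescence read-out: rising ELG1-luciferase signal, reflecting elevated ELG1 protein under genetic stress, flags genotoxic compounds. Cells were treated for 16 hr at 37 °C before ONE-Glo detection.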
# Menin-MLL TR inh: menin-MLL binding inhibition, Texas Red mutant peptide | Potency, µM (doses to about 61.6 µM), for inactives: at the top dose FP activity change, negative = inhibition, most hits filed as inhibitors | AID 1768 | actives 0.23% (n = 270,000) | Menin + Texas Red MLL mutant peptide, fluorescence polarization | O00255; active = well fitted inhibition curve with a large enough effect in the polarisation, with a control signal flat, not every such curve was filed as active; inconclusive = small, poorly fitted or top-dose-only effect, or effect the other way, or a change in a side signal; inactive = no such curve, though single readings can be large or run the other way; the % refers to the polarisation; note: potency is the fitted concentration of half-maximal effect; % of control where 0% means no effect; many of its hits are not listed in these tables
# Target sequence (O00255 whole entry, looked up): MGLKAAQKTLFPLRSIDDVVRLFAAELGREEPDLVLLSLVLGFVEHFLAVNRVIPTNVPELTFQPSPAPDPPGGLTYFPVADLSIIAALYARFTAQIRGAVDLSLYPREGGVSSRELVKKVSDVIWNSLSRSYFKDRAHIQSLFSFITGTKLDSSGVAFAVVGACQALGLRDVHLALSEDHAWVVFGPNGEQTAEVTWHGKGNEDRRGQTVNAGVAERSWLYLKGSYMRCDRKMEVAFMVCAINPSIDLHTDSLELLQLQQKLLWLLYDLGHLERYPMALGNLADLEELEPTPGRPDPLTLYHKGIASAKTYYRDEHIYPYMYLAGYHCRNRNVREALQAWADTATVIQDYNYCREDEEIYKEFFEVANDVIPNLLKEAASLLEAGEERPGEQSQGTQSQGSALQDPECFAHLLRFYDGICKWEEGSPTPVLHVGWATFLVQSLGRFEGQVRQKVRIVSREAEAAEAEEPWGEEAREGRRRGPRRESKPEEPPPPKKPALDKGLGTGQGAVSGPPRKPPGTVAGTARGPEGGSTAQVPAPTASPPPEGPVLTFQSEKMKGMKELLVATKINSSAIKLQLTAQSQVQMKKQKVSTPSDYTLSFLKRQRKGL
# RORg inh: blocks mouse ROR gamma transcriptional activity; P51450; Drosophila S2 Gal4-RORgamma UAS-luciferase reporter, 20 h; Potency, µM (highest dose often 53.6 µM), for the others: at the top dose activity change, negative = inhibition, actives largely listed as inhibitors; actives 5.4% (n = 310,000); note: potency is the fitted concentration of half-maximal effect; % is set by controls: 0 for no effect and ±100 for the full control effect; nearly all actives have a fitted effect of over 60% in size
# Target sequence (P51450 whole entry, looked up, the tested form may be a part): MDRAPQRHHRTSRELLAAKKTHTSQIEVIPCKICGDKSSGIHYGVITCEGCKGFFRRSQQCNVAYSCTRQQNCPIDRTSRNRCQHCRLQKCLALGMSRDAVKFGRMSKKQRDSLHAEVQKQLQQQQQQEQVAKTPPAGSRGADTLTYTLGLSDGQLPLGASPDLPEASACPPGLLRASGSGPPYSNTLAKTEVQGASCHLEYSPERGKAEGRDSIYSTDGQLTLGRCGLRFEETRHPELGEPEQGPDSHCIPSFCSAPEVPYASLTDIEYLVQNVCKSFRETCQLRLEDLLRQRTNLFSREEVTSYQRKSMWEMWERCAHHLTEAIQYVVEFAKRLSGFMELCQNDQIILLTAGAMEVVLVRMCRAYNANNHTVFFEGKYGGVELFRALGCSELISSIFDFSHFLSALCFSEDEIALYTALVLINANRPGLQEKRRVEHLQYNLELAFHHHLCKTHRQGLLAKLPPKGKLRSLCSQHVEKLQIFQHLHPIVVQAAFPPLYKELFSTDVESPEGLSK
#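 Stably transfected Drosophila Schneider cells are the test system, with ROR gamma fused to Gal4 and luciferase under UAS control; luminescence is read after 20 hr of 700 uM copper sulfate induction at ambient temperature.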
# BRCA1 expr act: BRCA1 expression activation | actives 1.1% (n = 380,000) | MCF7-BRCA1-FFLuc reporter, luminescence, 48 h; response scale: scaled: vehicle 0%, 10 µM genistein 100% | Potency, µM (highest dose often 46.1 µM), without a hit: at the highest dose activation, hits mostly activators; note: potency is the fitted concentration of half-maximal effect; nearly all actives have a fitted effect of over 80% in size; some results filed as inactive show a strong effect at the top dose
#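 Activators of BRCA1 expression were detected as increased firefly luciferase luminescence in engineered MCF7 cells after 48 h compound incubation. Signals were scaled to genistein 10 microM as full activation.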
# Giardia killer: kills Giardia lamblia | Giardia lamblia trophozoite viability | actives 0.15% (n = 340,000) | activity change, % at 7.66 µM, hits read low; in the data active = activity change below about -80%; inconclusive = between about -30% and that limit;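 note: parasites exposed to compound for two days anaerobically before the ATP read; % is set by controls: 0 for no effect and ±100 for the full control effect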
#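 Luminescent ATP signal served as the viability read-out, measured 15-30 min after adding ATP detection reagent to trophozoites that had been incubated with compounds for 48 hrs at 37 deg C anaerobically at 100 cells/well.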
# p53 reactivator: restores transcriptional activity of mutant p53. H1299 p53-A138V BP100-luciferase reporter, luminescence, 24 h. Potency, µM (series often up to 92.2 µM), inactives show top-dose activity change, positive = activation, hits mostly activators. actives 0.063% (n = 320,000); note: potency is the fitted concentration of half-maximal effect; % of control where 0% means no effect; nearly all actives have a fitted effect of over 45% in size
#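 p53-null H1299 cells stably carrying temperature-sensitive p53-A138V and a BP100-luciferase reporter were pinned with compounds (4-point, 1:5 series) and held 24 hrs at 37 deg C. Luminescence was read 10 min after detection reagent.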
# Starred values were filed as active, the others as inactive; ? = inconclusive; · = no result given; [ ] = dose if it differs, or a comment. Unless noted, calls come from the whole dose curve; as a rule, active = well fitted curve in the direction sought with a large enough effect; inconclusive = small, poorly fitted or top-dose-only effect, or another doubt; inactive = no such curve, though single readings can be large; an effect the other way counts as inactive or inconclusive.
entry	structure	Rab9 prom act	FLuc counter	PKM2 act	Gal4-VP16 FLuc	NPC1 promoter act	ELG1 genotox
1	CSCCC(NC(=O)c1ccccc1Cl)C(=O)Nc1cccc(S(=O)(=O)N2CCCC2)c1 (configuration not stated)	-4%	-15%	·	·	-3%	1%
2	O=C(O)c1ncn(Cc2ccc(Br)cc2)c1C(=O)O	0%	-10%	?	-4%	-3%	1%
3	O=C(Cc1ccc([N+](=O)[O-])cc1)Nc1cccc(C(F)(F)F)c1	2%	12%	3%	3%	0%	-6%
4	CC(=O)Nc1ccc(S(=O)(=O)N2CCC(C(=O)NCc3cccnc3)CC2)cc1	-4%	1%	·	0%	2%	-1%
5	CN1C(=O)N(CC(=O)NCc2ccc(Cl)cc2Cl)C(=O)C12CCCCC2	-3%	2%	·	·	-2%	-2%
6	CN(C)CCn1c2c(c(SCC(=O)Nc3nccs3)nc1=O)CCCC2	1%	1%	·	·	1%	1%
7	Cc1ccc(COc2ccc(/C=N/O)cc2)cc1	1.3µM*	5.4µM*	3%	?	?	?
8	C=CCNC(=S)NNc1nc(N2CCCC2)nc(N2CCCC2)n1	-1%	2%	-6%	18µM*	-4%	-1%
9	O=C(CCn1ccnc1)Nc1ccc2ccccc2c1	-2%	-6%	0%	-8%	1%	4%
10	O=C(NCCCCO)c1ccc2c3c(cccc13)CC2	8%	-2%	-6%	1%	-6%	7%

entry	Menin-MLL TR inh	RORg inh	BRCA1 expr act	Giardia killer	p53 reactivator
1	·	·	-22%	7	-2%
2	8%	0%	5%	2	4%
3	?	?	-19%	7	12%
4	·	-30%	4%	-18	-5%
5	·	·	22%	-16	-6%
6	·	·	-5%	0	2%
7	12%	8.9µM*	?	-19	?
8	2%	2.2µM*	-7%	?	·
9	-4%	-3%	-13%	-13	-3%
10	-9%	-2%	-6%	-7	-2%

# (further entries)
entry	structure	Rab9 prom act	FLuc counter	PKM2 act	Gal4-VP16 FLuc	NPC1 promoter act	ELG1 genotox
11	CC(=O)Nc1sc(N/N=C\c2ccco2)nc1-c1cccs1	16%	17µM*	5%	?	-2%	2%
12	O=[N+]([O-])c1ccc(/C=N/NS(=O)(=O)c2ccc(Cl)cc2)o1	-2%	5%	2%	?	1%	5%
13	Cc1ccc(NC(=O)CCC(=O)OCC(=O)c2ccc(Oc3ccc([N+](=O)[O-])cc3)cc2)cc1	2%	-2%	-1%	-6%	0%	1%
14	Cc1ccc(S(=O)(=O)c2ccc(Cl)cc2)cc1S(=O)(=O)N1CCN(C)CC1	-4%	?	0%	20%	-3%	-9%
15	CCC(C)(C)n1nnnc1C(C(C)C)N1CCN(C)CC1 (configuration not stated)	26%	0%	1%	2%	5%	-1%
16	FC(F)(F)c1ccnc(Oc2ccc(C3=NCCS3)cc2)c1	0.71µM*	3.4µM*	-12%	1%	?	?
17	COc1ccccc1NC(=O)CSC1CC(=O)N(c2ccc3c(c2)OCO3)C1=O (configuration not stated)	1%	7%	-1%	5µM*	3%	-13%
18	CCC(CC)C(=O)NCCc1ccc(F)cc1	1%	0%	-6%	-3%	-1%	0%
19	CCOC(=O)C1CCN(S(=O)(=O)c2ccc3c(c2)CC(=O)N3)CC1	1%	0%	-1%	0%	-3%	-3%
20	CC1CCN(S(=O)(=O)c2cn(CC(=O)Nc3ccc(C#N)cc3)cn2)CC1	-10%	2%	·	4%	-4%	-13%

entry	Menin-MLL TR inh	RORg inh	BRCA1 expr act	Giardia killer	p53 reactivator
11	?	-118%	6%	-5	?
12	-18%	-15%	-1%	-2	22%
13	9%	21%	49%	2	1%
14	·	35%	-51%	-15	-5%
15	2%	-1%[10 µM]	11%	-10	3%
16	·	?	?	0	23%
17	0%	5.6µM*	-31%	-15	-4%
18	3%	5%	-4%	-2	-4%
19	23%	-11%	-8%	4	15%
20	·	0%	2%	19	3%

# Three records picked at random from the list so far, as already listed:
entry	structure	Rab9 prom act	FLuc counter	PKM2 act	Gal4-VP16 FLuc	NPC1 promoter act	ELG1 genotox
14	Cc1ccc(S(=O)(=O)c2ccc(Cl)cc2)cc1S(=O)(=O)N1CCN(C)CC1	-4%	?	0%	20%	-3%	-9%
12	O=[N+]([O-])c1ccc(/C=N/NS(=O)(=O)c2ccc(Cl)cc2)o1	-2%	5%	2%	?	1%	5%
4	CC(=O)Nc1ccc(S(=O)(=O)N2CCC(C(=O)NCc3cccnc3)CC2)cc1	-4%	1%	·	0%	2%	-1%

entry	Menin-MLL TR inh	RORg inh	BRCA1 expr act	Giardia killer	p53 reactivator
14	·	35%	-51%	-15	-5%
12	-18%	-15%	-1%	-2	22%
4	·	-30%	4%	-18	-5%

# New compounds follow.
entry	structure	Rab9 prom act	FLuc counter	PKM2 act	Gal4-VP16 FLuc	NPC1 promoter act	ELG1 genotox
21	Cc1ccc(C(=O)OCC(=O)c2ccc(CC(=O)N3CCOCC3)s2)c(C)c1	-1%	17µM*	·	·	1%	1%
22	O=S(=O)(c1ccc(F)cc1)n1ccc(-c2cccc(OCc3ccc(Cl)cc3Cl)c2)n1	-2%	1%	1%	-2%	-2%	-3%
23	CCn1c(SCc2ccc(C(=O)OC)o2)nc2sc3c(c2c1=O)CCCC3	-2%	-13%	11%	?	-2%	17%
24	COc1ccc(Cc2nnc(NC(=O)Nc3ccccc3OC)s2)cc1	-4%	0%	·	-5%	-1%	6%
25	CNc1c(NS(=O)(=O)c2ccc(OC)cc2)c(=O)oc2ccccc12	-2%	0%	·	0%	9%	-10%
26	OC(COCc1ccccc1)CN1CCc2ccccc2C1 (configuration not stated)	-1%	-3%	-2%	?	1%	0%
27	Cc1cccc(N(C(=O)CCC(=O)Nc2nccs2)C(C(=O)NC(C)(C)C)c2ccc(O)cc2)c1 (configuration not stated)	0%	-1%	0%	8%	-6%	-5%
28	COc1ccc(OC)c(N(CC(=O)NC2CC3CCC2C3)S(=O)(=O)c2ccccc2)c1 (configuration not stated)	1%	0%	·	-3%	-1%	-10%
29	O=S(=O)(c1cccs1)N1CCc2ccccc2C1	-3%	3%	24%	9%	0%	4%
30	O=C(CN1C(=O)CSc2ccc(C(F)(F)F)cc21)Nc1ccccc1	-4%	-1%	2%	-5%	3%	3%

entry	Menin-MLL TR inh	RORg inh	BRCA1 expr act	Giardia killer	p53 reactivator
21	·	·	5%	2	5%
22	·	13%	1%	-10	-4%
23	6%	-21%	3%	7	-14%
24	?	-11%	-23%	18	2%
25	-3%	-4%	0%	-26	12%
26	-1%	-21%	3%	27	4%
27	-1%	33%	-18%	-9	10%
28	·	10%	-24%	-5	-3%
29	11%	?	2%	-8	0%
30	·	-13%	-28%	5	-3%

# Next section:
entry	structure	Rab9 prom act	FLuc counter	PKM2 act	Gal4-VP16 FLuc	NPC1 promoter act	ELG1 genotox
31	COc1ccccc1OCC(=O)NCCCN1CCOCC1	-2%	1%	0%	-1%	1%	-1%
32	CC1Cn2c(nc3sc4c(c3c2=O)CCC4)N1CCO (configuration not stated)	4%	0%	-2%	3%	-7%	5%
33	O=C(NCc1cccnc1)c1ccccc1NC(=O)c1c(F)cccc1F	-1%	-1%	-2%	1%	-6%	-4%
34	CN(C(=O)c1ccccc1OCc1ccc(Cl)cc1)c1ccccc1	-2%	0%	14%	-6%	0%	-1%
35	COC(=O)CSc1[nH]c2ccc(F)cc2c1[N+](=O)[O-]	-2%	-1%	29%	3%	0%	3%
36	COc1ccc(C(=O)NC(C)CCc2ccccc2)cc1[N+](=O)[O-] (configuration not stated)	-5%	8%	1%	26%	-2%	-1%
37	CC(C)C(=O)N1CCN(c2ccccc2NC(=O)c2cccc(Cl)c2)CC1	-2%	1%	-3%	3%	-6%	-11%
38	C=C(C)Cn1c(NCCC)nc2c1c(=O)n(C)c(=O)n2C	1%	0%	-20%	-8%	0%	-1%
39	Cc1cc(C)c(-c2cc(NC(=O)COC(=O)c3ccc(C#N)cc3)n(-c3ccccc3)n2)cc1C	-2%	-2%	-5%	-13%	0%	1%
40	CC(C)(C)C(=O)Cn1ncc(N2CCOCC2)c(Cl)c1=O	15%	-5%	·	0%	9%	3%
41	COc1ccc(C(CC(=O)O)NC(=O)Cc2ccccc2)cc1 (configuration not stated)	-11%	0%	0%	-1%	2%	2%

entry	Menin-MLL TR inh	RORg inh	BRCA1 expr act	Giardia killer	p53 reactivator
31	7%	-22%	-20%	-5	0%
32	-7%	19%	7%	3	-5%
33	·	35%	-12%	8	-7%
34	·	104%	-15%	-13	-3%
35	·	-33%	9%	-6	-14%
36	8%	6%[1.91 µM]	-1%	-1	·
37	-11%	-21%	1%	-5	4%
38	-1%	9%	1%	-27	9%
39	10%	18%	-37%	4	-3%
40	11%	21%	3%	?	12%
41	16%	-24%	-4%	-13	-3%

# Only part of the results is shown; the hit share may differ from the screen's.
